Screening data (PubChem BioAssay)
HDAC3 inhib: inhibitors of human histone deacetylase 3; AID 2718; 0.15% of 320,000 active; inhibition, % at 8.3 µM; O15379; recombinant HDAC3, fluorogenic peptide/trypsin coupled, fluorescence; in the data active means inhibition above about 26%, passing the limit was not always enough
RGS4 inh: human RGS4 inhibition; P49798; HEK293 M3R/RGS4 inducible, Fluo-4 calcium flux; active compounds read high; triggered by carbachol at its EC20; B-score at 10 µM; 0.45% of 310,000 active;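 active means B-score, a plate-corrected calcium signal, over three deviations above library mean, with baseline fluorescence within five deviations of library mean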;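 further: RGS4 expression induced by doxycycline in cells with stable M3 receptor; B-score is computed from the integrated fluorescence ratio over baseline after carbachol; higher B-score means a larger calcium signal and so more RGS4 inhibition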
RGS4 act: potentiators or activators of RGS4 | HEK293 M3R/inducible RGS4, carbachol calcium flux Fluo4; active compounds read low | B-score at 10 µM | 0.92% of 310,000 active | AID 463111;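 active means B-score of the integrated calcium signal more than 4 SD below the library mean, with starting fluorescence not abnormally high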;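 further: negative B-score means reduced calcium response which marks RGS4 activation or potentiation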
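Reagent: ECmax carbachol challenge; Test system: M3R-expressing HEK293 line, RGS4 induced by doxycycline; Schedule: overnight RGS4 induction, 30 min dye load 37 °C, 20 min compound RT; Detection: calcium dye Fluo4 fluorescence; Read-out: Agonist-evoked peak-minus-minimum fluorescence over baseline, integrated ratio, B score.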
SKKanGAS inh: SKKanGAS growth inhibition. S. pyogenes SKKanGAS, kanamycin growth, BacTiter-Glo, 6 h. inhibition, % at 7.5 µM. 1.3% of 300,000 active. AID 1662;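 active means mean replicate score, as percent of positive control median, at least 50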;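 further: strain carries kanamycin resistance gene driven by streptokinase promoter and grows in 40 µg/ml kanamycin; loss of luminescence reflects streptokinase promoter inhibition or plain growth inhibition; 0% = median of DMSO wells and 100% = positive control at its reference dose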
MrgX1 antag: human MrgX1 receptor antagonism, primary screen. MRGX1-HEK293 calcium flux, Fluo-4, BAM8-22 antagonism; active compounds read low. Q96LB2. 1.3% of 310,000 active. B-score at 10 µM. AID 588676;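 active means calcium-response B-score plate-corrected more than 3 library SD below zero, starting fluorescence within 5 deviations, no agonist response on first addition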;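 further: peak minus trough fluorescence over baseline after final BAM8-22 challenge near maximal dose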
ANO1 activ: activates or potentiates the mouse TMEM16A chloride channel; 0.3% of 340,000 active; B-score at 10 µM; Q8BHY3; AID 623877; HEK293 TMEM16A/YFP-H148Q/I152L, iodide quench fluorescence; active compounds read low;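 active means fluorescence-ratio B-score plate-corrected deviation score at least 3 library SD below zero, with starting fluorescence score within 5 deviations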;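 further: channel opened by trigger with iodide after compound preincubation; score built on the fluorescence ratio of max minus min over baseline; more negative score means more quench and so TMEM16A activation or potentiation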
Target sequence (Q8BHY3 whole entry, looked up): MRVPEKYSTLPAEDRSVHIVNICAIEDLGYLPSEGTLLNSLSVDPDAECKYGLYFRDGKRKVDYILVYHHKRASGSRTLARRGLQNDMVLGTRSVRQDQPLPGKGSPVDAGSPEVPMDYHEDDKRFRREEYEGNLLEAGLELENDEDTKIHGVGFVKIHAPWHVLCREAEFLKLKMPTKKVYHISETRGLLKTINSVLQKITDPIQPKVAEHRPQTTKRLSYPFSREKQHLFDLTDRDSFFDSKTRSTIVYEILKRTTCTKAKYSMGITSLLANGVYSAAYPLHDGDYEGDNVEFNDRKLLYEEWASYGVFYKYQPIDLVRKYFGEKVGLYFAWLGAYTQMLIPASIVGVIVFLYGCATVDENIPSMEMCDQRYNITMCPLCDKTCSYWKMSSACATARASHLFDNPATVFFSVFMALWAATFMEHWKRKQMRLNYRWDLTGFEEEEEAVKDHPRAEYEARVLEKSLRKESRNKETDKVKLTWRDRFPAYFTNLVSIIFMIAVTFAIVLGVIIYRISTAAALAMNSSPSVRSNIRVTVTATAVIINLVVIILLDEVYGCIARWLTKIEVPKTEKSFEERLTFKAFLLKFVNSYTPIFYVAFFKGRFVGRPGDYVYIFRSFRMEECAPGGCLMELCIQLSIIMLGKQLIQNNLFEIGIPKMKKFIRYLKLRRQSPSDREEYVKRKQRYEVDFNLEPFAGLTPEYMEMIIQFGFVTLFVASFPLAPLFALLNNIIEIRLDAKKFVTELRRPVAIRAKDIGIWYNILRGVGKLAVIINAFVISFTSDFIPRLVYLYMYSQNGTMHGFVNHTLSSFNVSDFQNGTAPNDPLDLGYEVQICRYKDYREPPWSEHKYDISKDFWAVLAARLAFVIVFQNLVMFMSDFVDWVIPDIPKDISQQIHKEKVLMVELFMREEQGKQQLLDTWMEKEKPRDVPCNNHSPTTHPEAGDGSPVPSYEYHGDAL
MrgX1 allo act: allosterically activates human MrgX1 receptor signaling | Q96LB2 | MrgX1-HEK293, Fluo-4 calcium flux, FDSS; active compounds read high | AID 588675 | 0.63% of 310,000 active | B-score at 10 µM;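 active means plate-corrected calcium response at least 3 library SD above typical, normal starting fluorescence, not activating the receptor alone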;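 further: compound read alongside a low EC10 to EC30 dose of BAM8-22 agonist; peak minus trough fluorescence over baseline measured at the second addition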
TRPC6 activator: mouse TRPC6 channel activation | HEK293-TRPC6 membrane potential dye fluorescence; active compounds read high | B-score at 10 µM | 0.13% of 310,000 active;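 active means B-score of the integrated fluorescence ratio above library mean plus 3 SD, and starting fluorescence ratio within library mean plus 5 SD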;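 further: higher score means more depolarization so channel activation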
TRPC6 inhibitor: mouse TRPC6 channel inhibition; AID 2553; Q61143; B-score at 10 µM; 1.1% of 310,000 active; HEK293-TRPC6, membrane potential dye, ACh-evoked depolarization; active compounds read low;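 active means B-score under library mean minus 3 SD, initial fluorescence not abnormally high, positive integrated signal ratio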;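 further: B-score derived from integrated fluorescence ratio over the kinetic read; more negative B-score means stronger inhibition of depolarization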
MrgX1 ag: activates human MrgX1 receptor signaling. MrgX1-HEK293 cells, Fluo-4 calcium fluorescence, agonist mode; active compounds read high. Q96LB2. 0.44% of 310,000 active. B-score at 10 µM;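 active means calcium response B-score plate-corrected fluorescence ratio at least 3 library SD, with starting fluorescence B-score inside 5 SD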
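Material: MrgX1-expressing HEK293 cells; input: 15,000 cells per well; doses: test compound given as first of three sequential additions; schedule: overnight plating before 1 h dye loading; technique: Fluo-4 NW calcium-flux fluorescence, kinetic read; evaluation: baseline-normalised fluorescence change ratio, B-scored; control set: plate-wise positive and negative controls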
ANO1 block: inhibitors of mouse TMEM16A calcium-activated chloride channel. Q8BHY3. HEK293 TMEM16A/YFP iodide influx fluorescence, ionomycin. normalized B-score (activity score, 25-100; higher = stronger inhibition) at 10 µM. 1.2% of 310,000 active;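 active means ratio plate-corrected score three or more library SD toward inhibition, starting fluorescence score within five deviations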;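 further: score derived from kinetic fluorescence span divided by baseline fluorescence per well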
The depositor's hits bear a star; i = inactive; x = no result given.

Second line of a record – HDAC3 inhib	RGS4 inh	RGS4 act	SKKanGAS inh	MrgX1 antag	ANO1 activ	MrgX1 allo act	TRPC6 activator	TRPC6 inhibitor	MrgX1 ag	ANO1 block
Cn1c(=Nc2ccccc2)sc2ccccc21
→ -1	i	i	7	i	i	i	i	i	i	i
O=C(Nc1ccccc1Cl)c1ccc(S(=O)(=O)N2CCOCC2)cc1
→ 5	i	i	-1	i	i	i	i	i	i	i
O=C1NC(=O)/C(=C\c2ccc(N3CCOCC3)o2)N1
→ 8	i	i	1	i	i	i	i	i	i	i
Cc1cc(C)nc(NC(=O)Cc2ccc(Cl)cc2)c1
→ 7	i	i	0	i	i	i	i	i	i	i
CCn1cc(CN2CCC(n3nccc3NC(=O)CCCc3ccccc3)CC2)cn1
→ 0	i	i	6	i	i	i	i	i	i	i
Cc1c(C=O)c(=O)n(-c2ccccc2)n1-c1ccccc1
→ -2	i	i	25	i	i	i	i	i	i	i
CC1CCCN(Cc2c(C(=O)N3CCc4ccccc4C3)nc3ccc(Cl)cn23)C1 (stereo not drawn)
→ 1	i	i	0	i	i	i	i	i	i	i
Cc1ccc(C(=O)N2CCN(c3ccc(NC(=O)CSc4ccc(Cl)cc4)cc3)CC2)cc1
→ 0	i	i	0	i	i	i	i	i	i	i
CCOc1ccc(NS(=O)(=O)c2ccc3[nH]cc(C(=O)NCC4CCCO4)c(=O)c3c2)cc1 (stereo not drawn)
→ 5	i	i	-5	i	i	i	i	i	i	i
CCOC(=O)CSc1nc(-c2ccc3c(c2)OCO3)ccc1C#N
→ -4	i	i	1	i	i	i	i	i	i	i
NC(=O)[C@@H]1CCCNc2c(F)cc([N+](=O)[O-])cc2C(=O)N[C@@H](CCC(=O)O)C(=O)N[C@@H](CO)C(=O)N1
→ 4	i	i	7	i	i	i	i	i	i	i
CC1=C(C(=O)OCCC(C)C)C(c2ccc3c(c2)OCO3)NC(=O)N1 (stereo not drawn)
→ 0	i	i	-1	i	i	i	i	i	i	i
N#CCC(=O)N/N=C/c1c(-c2ccccc2)n(-c2ccccc2)c2ccccc12
→ 7	i	-12*	42	i	i	i	i	i	i	i
C/C(=N\OC(=O)c1ccc(Cl)cc1)c1nccs1
→ 1	i	i	-8	i	i	i	i	i	i	i
O=C1Nc2ccc(S(=O)(=O)N3CCCC3)c3ccc(S(=O)(=O)N4CCCC4)c1c23
→ 2	i	i	-19	i	i	i	i	i	i	i
O=C(NCCC(c1ccccc1)c1ccco1)c1cccs1 (stereo not drawn)
→ -3	i	i	-9	i	i	i	i	i	i	i
Cc1ccc(NC(=O)C2CCCN2S(=O)(=O)c2ccc3c(c2)n(C)c(=O)c(=O)n3C)cc1C (stereo not drawn)
→ 5	i	-7*	-7	i	i	i	i	i	i	i
COc1ccccc1OCCNC(=O)CCNC(=O)c1ccccc1Cl
→ -3	i	i	-5	i	i	i	i	i	i	i
CCOC(=O)C1CCCN(C2CC(=O)N(c3ccc(N4C(=O)CC(N5CCCC(C(=O)OCC)C5)C4=O)cc3)C2=O)C1 (stereo not drawn)
→ 2	i	i	2	i	i	i	i	i	i	i
COCCCN(C(=O)Nc1ccccc1)C(C)c1ccncc1 (stereo not drawn)
→ -6	i	i	-4	i	i	i	i	i	i	i
CCOC(=O)Nc1cccc(Cl)c1C
→ -1	i	i	-1	i	i	i	i	i	i	i
CN(c1ccccc1)c1nc(N)c([N+](=O)[O-])c(NCc2ccco2)n1
→ -7	i	i	-4	i	i	i	i	i	i	i
COc1ccc(C(=O)NC(=S)Nc2ccccc2N2CCN(S(C)(=O)=O)CC2)cc1OC
→ 1	i	i	30	i	i	i	i	i	i	i
COc1cccc(CN2CC(C(=O)NCc3ccc(Cl)s3)CCC2=O)c1 (stereo not drawn)
→ x	i	i	-5	x	i	x	i	i	x	x
O=C(O)/C=C/C(=O)N1CCN(S(=O)(=O)c2cccc(C(F)(F)F)c2)CC1
→ -1	i	i	-6	i	i	i	i	i	i	i
Cc1ccc(C)c(S(=O)(=O)Nc2ccc3scnc3c2)c1
→ 12	i	i	9	i	i	i	i	i	i	i
CN(C)CCCN(C(=O)c1ccc([N+](=O)[O-])s1)c1nc2cc3c(cc2s1)OCCO3
→ 4	i	i	3	i	i	i	i	i	i	i
CCSc1nc2sc3c(c2c(=O)[nH]1)CC(C)(CC)OC3 (stereo not drawn)
→ 0	i	i	0	i	i	i	i	i	i	i
Cc1ccc(OCc2ccc(C(=O)NN)o2)c([N+](=O)[O-])c1
→ 2	i	i	10	i	i	i	i	i	i	i
O=C(O)C1C2C=CC(C2)C1C(=O)OCC1CCCO1 (stereo not drawn)
→ -3	i	i	4	i	i	i	i	i	i	i
C=CCNC(=S)N1CCC(C(=O)c2ccc(OC)cc2)CC1
→ 8	i	i	-5	i	i	i	i	i	i	i
Cc1ccc(-n2nc3c(c2NC(=O)c2ccco2)CS(=O)(=O)C3)cc1C
→ 4	i	i	8	i	i	i	i	i	i	i
CCC/C(O)=C1\C(=O)CCCC1=NCCc1ccc(OCC)c(OCC)c1
→ 3	i	i	-3	i	i	i	i	i	i	i
COc1ccc(Nc2nc(N)nc(CSc3nnc(N)s3)n2)cc1
→ -2	i	i	3	i	i	i	i	i	i	i
O=C(CSc1nnnn1-c1ccc(F)cc1)NCc1cccs1
→ 3	i	i	x	i	i	i	i	i	i	i
CN(C(=O)c1ccccc1)C1c2c(ccc3ccccc23)OCC1CO (stereo not drawn)
→ -5	i	i	1	i	i	i	i	i	i	i
Cc1ccc(S(=O)(=O)NCC(=O)OC(C(=O)c2ccccc2)c2ccccc2)cc1 (stereo not drawn)
→ 4	i	i	6	i	i	i	i	i	i	i
CN(C)/C=N/C(=S)Nc1ccccc1
→ 1	i	i	0	i	i	i	i	i	i	i
Cc1cc(C(=O)CSc2nc(N)cc(N)n2)c(C)n1-c1cccc(F)c1
→ -10	i	i	2	i	i	i	i	i	i	i
CC1Sc2ccc(S(=O)(=O)CCC(=O)N(C)Cc3ccccc3)cc2NC1=O (stereo not drawn)
→ 5	i	i	-2	i	i	i	i	i	i	i
CCOC(=O)C1CCN(C(=O)Nc2ccc3c(c2)nc(C)n3C)CC1
→ -9	i	i	3	i	i	i	i	i	i	i
COc1ccc(CNC(=O)COC(=O)CO/N=C(\C)c2ccc3c(c2)OCO3)cc1
→ -4	i	i	-6	i	i	i	i	i	i	i
CC(C)(C)C(=O)Oc1cccc(Nc2ncnc3ccccc23)c1
→ -4	i	i	-3	i	i	i	i	i	i	25*
COc1ccc(C(=O)N/C(=C\c2cccc3ccccc23)C(=O)NCCc2c[nH]c3ccccc23)cc1OC
→ 0	i	i	12	i	i	i	i	i	i	i
COc1ccc(/C=N/OCC(=O)Nc2nc3ccccc3s2)cc1OC
→ 2	i	i	1	i	i	i	i	i	i	i
CCOC(=O)c1c(C(F)(F)F)nc2ncccn12
→ -10	i	i	22	i	i	i	i	i	i	i
CCOC(=O)C1=C(CC)OC(N)=C(C#N)C1c1ccc(F)cc1F (stereo not drawn)
→ 11	i	i	-7	i	i	i	i	i	i	i
Cc1ccnc(N2CCC(C(=O)NNC(=O)c3ccccc3C)CC2)n1
→ -7	i	i	2	i	i	i	i	i	i	i
CN(C)CCC(=O)N1c2ccccc2Sc2ccc(C(F)(F)F)cc21
→ 6	i	i	0	i	i	i	i	-6.3*	i	i
CCc1ccccc1NC(=O)CC(c1ccc(OC)cc1)n1cccc1 (stereo not drawn)
→ -1	i	i	3	i	i	i	i	i	i	i
CCOc1ccc(N=Nc2c(N)[nH][nH]c2=O)cc1
→ -1	i	i	4	i	i	i	i	i	i	i
COc1ccc2nc(Nc3nc(-c4ccncc4)cs3)sc2c1
→ 9	i	i	12	i	i	i	i	i	i	i
CN1CCN(C(=O)c2cc3c(ccc4ccccc43)oc2=O)CC1
→ -92	i	i	-1	i	i	i	i	i	i	i
CC(C)(C)NC(=O)c1cc(-c2ccc3c(c2)OCO3)nc2ccccc12
→ x	i	i	1	i	i	i	i	i	i	i
CSCC[C@H](NC(=O)N1C[C@H]2C[C@@H](C1)c1cccc(=O)n1C2)C(=O)Nc1ccc(NC(C)=O)cc1
→ -4	i	i	-2	i	i	i	i	i	i	i
CC12c3ccccc3C(c3ccccc31)C1C(=O)N(c3ccncc3)C(=O)C12 (stereo not drawn)
→ -11	i	i	1	i	i	i	i	i	i	i
COc1ccc(N(CC(O)CN2CCOCC2)S(=O)(=O)c2ccccc2)cc1 (stereo not drawn)
→ -7	i	i	-3	i	i	i	i	i	i	i
CCOc1ccc(/C(O)=C2/C(=O)C(=O)N(CCN(CC)CC)C2c2cccs2)cc1 (stereo not drawn)
→ 3	i	i	3	i	i	i	i	i	i	i
COc1ccc(CCNC(=O)c2cc3c(=O)n4ccccc4nc3n(CCCN3CCOCC3)c2=N)cc1
→ -5	i	i	2	i	i	i	i	-7.4*	i	i
CCSc1nc2sc3c(c2c(=O)n1CC)CC(C)(C)OC3
→ 3	i	i	5	-7.1*	i	i	i	i	i	i

(more compounds)
Second line of a record – HDAC3 inhib	RGS4 inh	RGS4 act	SKKanGAS inh	MrgX1 antag	ANO1 activ	MrgX1 allo act	TRPC6 activator	TRPC6 inhibitor	MrgX1 ag	ANO1 block
CC(=O)Nc1ncc(Cc2cc(Cl)ccc2Cl)s1
→ 3	i	i	11	i	i	i	i	i	i	i
CCOC(=O)c1sc(NC(=S)NC(=O)c2ccccc2)nc1C
→ 3	i	i	-1	i	i	i	i	i	i	i
CCCCC(=O)Nc1nnc(CCc2ccccc2)s1
→ -5	i	i	-3	i	i	i	i	i	i	i
Cc1ccc(C(=O)OCC(=O)c2c[nH]c3ccccc23)cc1NC(=O)c1ccco1
→ 7	i	i	1	i	i	i	i	i	i	i
O=C(CSC1=NS(=O)(=O)c2ccccc2N1)c1ccccc1
→ 7	i	i	-5	i	i	i	i	i	i	i
O=C(CCC(=O)Nc1ccc(F)cc1)N/N=C/c1ccc(O)cc1O
→ 5	i	i	-11	i	i	i	i	i	i	i
CS(=O)(=O)N1CCN(C(=O)c2cc(-c3ccccc3)nc3ccccc23)CC1
→ -4	i	i	-1	i	i	i	i	i	i	i
Fc1ccc(Nc2ccc(-c3ccc(F)cc3)nn2)cc1
→ 4	i	i	16	i	i	i	i	i	i	i
